Screens from PubChem BioAssay.
DRD3 antagonist: blocks the human D3 dopamine receptor. D3R cells, DiscoveRx beta-arrestin luminescence, antagonist mode; hits give low values. max response, negative = inhibition, %. 360,000 compounds, 2.5% hits; in the data active = max response below about -50%; inconclusive = no clear call, values can overlap the other calls; note: % is set by controls: 0 for no effect and ±100 for the full control effect; mostly tested at two doses, the higher about 12 µM
Target sequence (P35462 whole entry, looked up): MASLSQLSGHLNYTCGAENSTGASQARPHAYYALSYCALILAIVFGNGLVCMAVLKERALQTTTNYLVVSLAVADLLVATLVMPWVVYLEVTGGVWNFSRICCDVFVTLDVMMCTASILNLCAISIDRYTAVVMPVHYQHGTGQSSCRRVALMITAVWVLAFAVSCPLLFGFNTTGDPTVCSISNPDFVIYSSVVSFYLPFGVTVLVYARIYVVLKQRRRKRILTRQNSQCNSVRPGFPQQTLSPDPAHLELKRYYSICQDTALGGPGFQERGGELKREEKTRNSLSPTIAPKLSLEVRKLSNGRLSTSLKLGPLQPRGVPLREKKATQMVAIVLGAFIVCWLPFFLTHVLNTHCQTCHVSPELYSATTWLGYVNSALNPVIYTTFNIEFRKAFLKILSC
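Cells plated overnight at 1500 cells/well, then exposed to library compounds with dopamine controls for 90 minutes at 37 degrees C. DiscoveRx reagent added for 30–60 minutes at room temperature; luminescence read, quantitative HTS format.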
FUS yeast rescue: suppressors of FUS proteinopathy in yeast; AID 1347120; 390,000 compounds, 0.24% hits; S. cerevisiae FUS-expressing, growth rescue, OD600, 24 h; Potency, µM (series often up to 76.6 µM), for inactives: at the top dose growth rescue (activation), most hits filed as activators;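 note: potency is the fitted concentration of half-maximal effect; plate controls were DMSO vehicle for no effect and reference control for full effect; nearly all actives have a fitted effect of over 55% in size; some results filed as inactive show a strong effect at the top dose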
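FUS-expressing yeast, raffinose-pregrown, induced in 2% galactose minimal medium at OD 0.005; compounds in a dilution series, 24hr at 30C. Growth restoration read as absorbance at 600 nm. CP55940 positive control, DMSO negative.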
Abeta yeast res: compounds reversing amyloid beta toxicity in yeast | 410,000 compounds, 0.063% hits | AID 1347071 | yeast expressing A-beta42, growth rescue, OD600, 48 h; response scale: 0% DMSO, 100% iron-clioquinol control | Potency, µM (titrated, usually from 46.1 µM), for the others: at the highest dose growth rescue, hits mostly activators; note: potency is the fitted concentration of half-maximal effect; nearly all actives have a fitted effect of over 55% in size
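Growth rescue measured by 600 nm absorbance after 48 h yeast culture at 30 C with compound. Values normalized between DMSO and an equimolar ferric chloride plus clioquinol control.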
TDP43 rescue: TDP-43 toxicity inhibition in yeast; TDP-43 expressing yeast growth rescue, BacTiter-Glo, 24 h; 410,000 compounds, 1.8% hits; Potency, µM (top dose mostly 46.1 µM), for the others: top-dose growth rescue (activation), actives largely listed as activators; note: potency is the fitted concentration of half-maximal effect; % of control where 0% means no effect; nearly all actives have a fitted effect of over 50% in size
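Galactose-induced TDP-43 yeast, OD600=0.02, compound pinned; 24 hr, 30 deg C; BacTiter-Glo luminescence for growth. Inhibitors of TDP-43 toxicity read as activators.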
PTHR1 ag: PTHR1 (human) receptor agonism; Potency, µM (doses to about 115 µM), inactives show at the top dose activation, actives largely listed as activators; Q03431; AID 743266; 410,000 compounds, 0.075% hits; HEK293 GP2 PTHR1 cells, GloSensor cAMP luminescence, 1 h; note: potency is the fitted concentration of half-maximal effect; nearly all actives have a fitted effect of over 55% in size; some results filed as inactive show a strong effect at the top dose; inactives centre near -15; many of its hits are not listed in these tables
Target sequence (Q03431 whole entry, looked up): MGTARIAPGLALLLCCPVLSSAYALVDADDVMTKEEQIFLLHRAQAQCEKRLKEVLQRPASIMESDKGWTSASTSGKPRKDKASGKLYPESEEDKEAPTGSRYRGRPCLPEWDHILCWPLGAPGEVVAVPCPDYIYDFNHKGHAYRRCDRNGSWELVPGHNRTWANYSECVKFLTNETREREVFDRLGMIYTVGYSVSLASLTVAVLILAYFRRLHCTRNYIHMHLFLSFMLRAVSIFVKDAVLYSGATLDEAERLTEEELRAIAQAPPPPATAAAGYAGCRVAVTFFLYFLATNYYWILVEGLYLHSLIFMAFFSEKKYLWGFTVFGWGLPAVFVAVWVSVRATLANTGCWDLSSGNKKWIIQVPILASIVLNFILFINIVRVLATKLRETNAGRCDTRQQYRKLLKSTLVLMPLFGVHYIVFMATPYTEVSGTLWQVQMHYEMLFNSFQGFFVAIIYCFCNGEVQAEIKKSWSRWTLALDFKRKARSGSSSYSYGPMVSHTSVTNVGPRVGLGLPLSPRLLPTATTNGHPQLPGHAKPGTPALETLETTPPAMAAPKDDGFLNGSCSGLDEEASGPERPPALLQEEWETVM
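HEK-293-derived GP2 cells expressing PTHR1 and a GloSensor cAMP reporter, 3,000/well, plated overnight, given luciferin plus IBMX (each 0.5 mM as added) for 1 h at 37 °C, then compound for 1 h at 37 °C. Luminescence was read after 15 min at room temperature.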
GLP1R inv ag: acts as inverse agonist at human GLP-1 receptor; Potency, µM (titrated, usually from 38.3 µM), for inactives: top-dose activity change, negative = inhibition, most hits filed as inhibitors; AID 624417; HEK293 GLP-1R CRE-luciferase, luminescence, 24 h; GLP-1R form is constitutively active; 410,000 compounds, 1.6% hits; P43220; note: potency is the fitted concentration of half-maximal effect; % is set by controls: 0 for no effect and ±100 for the full control effect; nearly all actives have a fitted effect of over 55% in size
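HEK293 cells stably co-expressing a cAMP-responsive luciferase reporter and constitutively active GLP-1R were seeded, incubated 12 h, then exposed to compounds for 24 h at 37 C. Luminescence was read 12 min after detection reagent; inverse agonists lower signal.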
GLP-1R agonist: agonists of human GLP-1 receptor | P43220 | HEK293 GLP-1R CRE-luciferase, luminescence, 4-6 h; cells express a hypersensitive GLP-1R form | 380,000 compounds, 0.007% hits | Potency, µM (doses to about 45.6 µM), inactives show at the top dose activation, usual class: activators; note: potency is the fitted concentration of half-maximal effect; % of control where 0% means no effect
Akt phos inh: blocks phosphorylation of Akt. Neuro2A IGF-stimulated pAkt S473 HTRF, 20 min; hits give low values. activity change, % for hits at 50 µM. 360,000 compounds, 0.32% hits; in the data active = activity change below about -80%; inconclusive = mostly about -51% to -80%; note: % is set by controls: 0 for no effect and ±100 for the full control effect
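Neuro2A cells (4,500/well, DMEM with 0.5% FBS) were treated with compound at a single 50 µM final concentration, stimulated with 6 nM IGF for 20 min at 37 °C, and lysed. Phospho-Akt Ser473 was read by HTRF as 665/615 ratio ×10^4.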
aSyn yeast inh: rescues yeast growth from alpha-synuclein toxicity. Yeast expressing alpha-synuclein, growth rescue, BacTiter-Glo, 24 h. Potency, µM (highest dose often 46.1 µM), inactives show at the top dose growth rescue (activation), actives largely listed as activators. 370,000 compounds, 0.14% hits; note: potency is the fitted concentration of half-maximal effect; % of control where 0% means no effect; nearly all actives have a fitted effect of over 65% in size
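Screening used galactose-induced yeast with toxic alpha-synuclein levels, exposed to compound for 24 hr at 30 deg C. Cell growth, read with BacTiter-Glo luminescence, gave the measured signal.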
Numbers without * were called inactive; i = inactive; u = inconclusive; x = not tested or not shown; [ ] = dose if it differs, or a comment. Unless noted, calls come from the whole dose curve; as a rule, active = well fitted curve in the direction sought with a large enough effect; inconclusive = small, poorly fitted or top-dose-only effect, or another doubt; inactive = no such curve, though single readings can be large; an effect the other way counts as inactive or inconclusive.

SMILES	DRD3 antagonist	FUS yeast rescue	Abeta yeast res	TDP43 rescue	PTHR1 ag	GLP1R inv ag	GLP-1R agonist	Akt phos inh	aSyn yeast inh
CCOC(=O)N1CCN(C(=O)c2ccc(Cn3c(=S)[nH]c4ccc(Br)cc4c3=O)cc2)CC1	27.2	-10.9%	-0.9%	-27.8%	-51.8%	8.3%	4.6%	i	-2.9%
CC#CC#Cc1cccc(=O)o1	5.1	-30.2%	-14.1%	u	-3.3%	u	-11.2%	i	7.0%
CCO[C@@H]1OC(C(=O)NCc2nc3ccccc3[nH]2)=C[C@H](C)[C@H]1CCCO	5.1	-9.4%	2.6%	-1.6%	i	5.9%	-1.5%	i	-7.3%
COc1ccccc1N1CCN(C(=O)c2cccc(S(=O)(=O)NCc3cccnc3)c2)CC1	16.5	-4.2%	-5.1%	9.5%	-20.1%	-33.2%	3.1%	i	-1.2%
Clc1ccc(N=C2SCC3CCCCN23)cc1 (stereo not given)	-24.8	11.7%	-4.8%	0.6%	-30.8%	u	27.6%	i	0.7%
O=C(/C=C/c1cccs1)NNC(=O)c1cccc([N+](=O)[O-])c1	3.2	1.5%	-7.4%	-14.4%	i	32.1%	7.8%	i	-9.8%
Cc1cc(N2CCC(C(=O)Nc3ccc(Cl)cc3)CC2)n2nc(C)c(-c3ccc(Cl)cc3)c2n1	x	-39.6%	-13.5%	7.3%	i	12.5%	-0.9%	x	x
O=C(Cc1sc(-c2ccccc2Cl)nc1-c1ccccc1)Nc1ccc(F)cc1	24.7	0.5%	-7.5%	-1.2%	i	u	6.5%	i	-3.7%
O=C(Nc1nnc(CSCc2ccc(F)cc2)s1)c1ccc([N+](=O)[O-])cc1	23.9	2.5%	-15.5%	11.3%	-29.8%	-10.2%	-1.1%	i	0.2%
CCCCc1c(O)nc(SCC(=O)N2CCCCC2)[nH]c1=O	0.0	32.5%	-10.9%	-13.6%	-52.7%[inhibitor]	17.0%	1.0%	i	-2.5%
O=C(NCCCn1ccnc1)c1nn2c(C(F)(F)F)cc(-c3ccc(Br)cc3)nc2c1Cl	-18.6	5.6%	-4.9%	-17.1%	-11.2%	-5.0%	8.1%	i	-2.6%
Cc1ccc(S(=O)(=O)N2CCN(CCNC(=O)C(=O)NCc3ccccc3)CC2)cc1	-23.8	33.3%	-4.0%	-33.3%	i	u	4.2%	i	-14.5%
CN(C)C(CNC(=O)c1ccc(C(=O)c2ccccc2)cc1)c1ccccc1 (stereo not given)	-56.5*	29.7%	-5.3%	0.0%	1.8%	u	7.0%	i	-0.5%
CC(=O)Nc1cccc(-c2ccnc3c2CC(C(=O)Nc2ccc(C(C)C)cc2)O3)c1 (stereo not given)	-19.1	u	12.6%	0.0%	i	u	4.4%	i	5.6%
O=C(Cn1nc(-c2ccc(F)cc2)ccc1=O)Nc1ccc(C(=O)NC2CC2)cc1	-24.9	46.9%	-4.6%	-11.4%	i	3.6%	0.8%	i	0.5%
O=C1CCCN1c1ccc(S(=O)(=O)N2CCN(c3ccccn3)CC2)cc1	42.4	41.2%	5.0%	-26.7%	6.5%[57.5 µM]	4.0%	3.2%	i	0.0%
Cc1ccc(OCC(=O)Nc2ccc(-c3nnc(-c4ccco4)o3)cc2)cc1	22.9	u	2.6%	-2.1%	i	19.7%	1.4%	i	-0.4%
C[C@H](NC(=O)c1nc[nH]c1C(=O)N[C@H](C)c1ccccc1)C(=O)OCc1ccccc1	16.6	u	-5.2%	3.6%	-46.1%[inhibitor]	3.1%	-2.7%	i	-8.1%
Cc1ccc(OCc2nc(-c3ccc(C(=O)N4CCN(c5cc(Cl)ccc5C)CC4)cc3)oc2C)cc1	x	6.8%	1.6%	u	-13.3%	u	x	x	x
COc1ccc(-c2cc(C(=O)OC3CCOC3=O)c3ccccc3n2)cc1 (stereo not given)	-0.5	37.2%	17.8%	15.8µM*	-24.2%	-3.1%	-3.6%	i	-5.5%
Cc1cc(O)c(C(=O)/C=C/c2cccc([N+](=O)[O-])c2)c(=O)o1	-10.6	u	-27.8%	-39.3%[1.82 µM]	-61.2%[inhibitor]	8.8%	3.9%	i	-1.3%
CCOC(=O)C1CCCN(C(=O)Cn2ncc3c(C)n(Cc4ccccc4Cl)c(C)c3c2=O)C1 (stereo not given)	x	-4.3%	0.6%	u	-81.9%[inhibitor]	-1.7%	x	x	x
Cc1nc(N2CCN(Cc3ccccc3)CC2)nc2c1C(=O)CCC2	-14.7	-4.5%	-1.4%	-5.6%	-19.2%	1.3%	13.2%	i	-5.0%
O=C1C2C3C=CC(CC3)C2C(=O)N1c1nccs1 (stereo not given)	2.0	x	-7.6%	24.1%	i	11.2%	-6.5%	i	-7.1%
CC(C)CC(OC(=O)c1ccc(Cl)nc1)C(=O)NC1CCCC1 (stereo not given)	-3.9	-7.0%	-8.3%	-17.7%	i	-27.1%	5.5%	i	-4.9%

The list continues.
SMILES	DRD3 antagonist	FUS yeast rescue	Abeta yeast res	TDP43 rescue	PTHR1 ag	GLP1R inv ag	GLP-1R agonist	Akt phos inh	aSyn yeast inh
CC(=O)OCCN(CCCn1c(-c2ccncc2)nc2ccccc21)c1nc(-c2ccc(C)cc2)cs1	75.8	11.6%	-11.7%	11.9%	-0.7%	5.4%	-2.5%	i	-1.8%
O=C(CCC(=O)N1CCCC1)Nc1ccc(Cl)c(Cl)c1	-20.2	10.4%	5.7%	-4.7%	u	-2.0%	2.9%	i	0.4%
Cn1cccc1Cc1nnc(SCC(=O)Nc2cccc(F)c2)n1CCc1ccccc1	0.0	u	2.8%	3.2%	-9.4%	u	-1.6%	i	-10.2%
Cc1cccc(Nc2ccccc2C(=O)NCc2ccco2)c1C	-28.5	6.3%	7.2%	28.4%	i	12.6µM*	0.1%	i	-0.3%
COc1cc(C(=O)Oc2cccc(C=O)c2)cc(OC)c1OC	9.1	17.4%	17.8%	-6.1%	i	-2.1%	16.8%	x	-13.9%
Cc1ccc(CN2CCSc3ccc(C(=O)N4CCN(c5ncccn5)CC4)cc32)cc1	17.7	17.9%	2.4%	-8.0%	-15.6%[57.5 µM]	36.4%[activator]	-5.3%	i	3.2%
COC(=O)c1ccc(NC(=O)CN(C)Cc2cccc(F)c2)cc1	-10.8	16.3%	-5.7%	1.8%	i	-1.4%	12.6%	i	-1.9%
COc1ccc(-n2c(-c3ccc(Br)cc3)n[nH]c2=S)cc1	u	-8.0%	u	12.0%	-9.7%	7.0%	-4.2%	i	-10.5%
CSc1cc(/C=N/O)c(SC)s1	-29.0	-45.2%	-9.8%[9.22 µM]	17.9%	i	0.1%	u	-116.3%*	-3.0%
O=C(c1ccc(Cn2c(=S)[nH]c3ccccc3c2=O)cc1)N1CCN(c2ccccn2)CC1	-0.5	58.7%	-4.9%	x	-33.8%[inhibitor]	3.4%	3.5%	i	-18.5%
CCCc1ccc(OCc2ccc(C(=O)NCc3cccnc3)o2)c(OC)c1	-22.2	12.1%	-7.9%	-6.1%	-41.3%[inhibitor]	-3.9%	19.6%	i	1.2%
O=C1C=CC(=O)C(CNc2ccc(C(=O)OCc3ccccc3)cc2)=C1	u	x	-0.3%	u	-44.1%[inhibitor]	u	25.0%	i	8.2%
O=C(COC(=O)c1ccccc1SCC(=O)N1CCCC1)Nc1ccccc1	-11.6	-8.4%	7.2%	-4.9%	-7.4%	-7.0%	9.4%	i	-5.8%
O=C(CCc1nnc(-c2ccc3c(c2)OCO3)o1)NC(c1ccccn1)C(F)(F)F (stereo not given)	-16.4	38.2%	-12.9%	-32.9%[inhibitor]	u	-8.1%	0.8%	i	-0.8%
O=C(Nc1ccc(Cl)cc1)c1ccc(S(=O)(=O)N2CCOCC2)cc1	-7.0	-6.4%	-0.3%	-1.7%	-3.1%	-25.8%	9.7%	i	0.6%
CCOC(=O)c1c(NC(=O)CSc2nnc(CNc3ccc(C)cc3C)o2)sc(C)c1C	1.7	u	-1.6%	-15.6%	i	u	0.5%	i	18.7%
COc1ccc(N(CC(=O)NC2CCCCC2)C(=O)CCCC(=O)Nc2ccccn2)cc1	9.9	-12.9%	0.3%	21.2%	i	4.7%	9.6%	i	-0.5%
CCN(CC)c1ccc(-c2nn3c(-c4cccnc4)nnc3s2)cc1	-10.8	2.3%	-19.3%	u	-26.9%[57.5 µM]	19.1%	2.4%	i	2.0%
O=C(NC1CCCC1)c1ccc(CSc2nc3ccncc3n2Cc2ccccc2F)cc1	x	1.2%	-27.7%	17.3%	i	-5.8%	x	x	x
CN(C)c1ccnc(-n2cccc2/C=N/OCc2ccccc2)c1C#N	u	-2.0%	-3.2%	14.4%	-1.2%	5.3%	0.1%	i	1.3%

Ordered by formula weight (low to high): some entries from above
SMILES	DRD3 antagonist	FUS yeast rescue	Abeta yeast res	TDP43 rescue	PTHR1 ag	GLP1R inv ag	GLP-1R agonist	Akt phos inh	aSyn yeast inh
O=C(CCC(=O)N1CCCC1)Nc1ccc(Cl)c(Cl)c1	-20.2	10.4%	5.7%	-4.7%	u	-2.0%	2.9%	i	0.4%
COc1cc(C(=O)Oc2cccc(C=O)c2)cc(OC)c1OC	9.1	17.4%	17.8%	-6.1%	i	-2.1%	16.8%	x	-13.9%
CCCc1ccc(OCc2ccc(C(=O)NCc3cccnc3)o2)c(OC)c1	-22.2	12.1%	-7.9%	-6.1%	-41.3%[inhibitor]	-3.9%	19.6%	i	1.2%
O=C(COC(=O)c1ccccc1SCC(=O)N1CCCC1)Nc1ccccc1	-11.6	-8.4%	7.2%	-4.9%	-7.4%	-7.0%	9.4%	i	-5.8%
O=C(CCc1nnc(-c2ccc3c(c2)OCO3)o1)NC(c1ccccn1)C(F)(F)F (stereo not given)	-16.4	38.2%	-12.9%	-32.9%[inhibitor]	u	-8.1%	0.8%	i	-0.8%

Only part of the results is shown (hit frequency here may not be typical).
